Epigenetic derep: derepresses silenced GFP reporter in murine cells; 280,000 compounds, 0.2% hits; murine LDR cells, GFP reporter derepression, 30 h; Potency, µM (top dose mostly 53.9 µM), for the others: at the top dose GFP activation, hits mostly activators; AID 1865; active = well fitted activation curve with a large enough effect; inconclusive = small, poorly fitted or top-dose-only effect; note: % of control where 0% means no effect; nearly all actives have a fitted effect of over 60% in size
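Derepression of a silenced CMV-GFP reporter in murine LDR cells is scored by enumerating GFP-positive cells with a laser-scanning microplate cytometer after 30 hours of treatment at 37 C.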
The depositor's hits bear a star; ? = inconclusive. Potency is the fitted concentration of half-maximal effect. An excerpt; count on the stated rates, not on these rows.

SMILES | Epigenetic derep
O=C(Nc1ccccc1Cl)C1CCN(c2nc3ccccc3[nH]2)CC1 | -2.8%
COCCNC(=O)c1cccc(Nc2nc3ccccc3n3nnnc23)c1 | -1.1%
CC(C)c1ccc(OCC(=O)N(Cc2ccc(N(C)C)cc2)C2CCS(=O)(=O)C2)cc1 (centres undefined) | 3.0%
Cc1cccc(C(=O)Nc2cccc(OCc3cc(=O)n4cc(C)sc4n3)c2)c1 | ?
Cc1ccc(-c2nc(CS(=O)(=O)CC(=O)NCc3ccccc3Cl)c(C)o2)cc1 | 0.0%
O=C(NCCc1ccccc1)c1cc(Sc2ccc(F)cc2F)nc2ccccc12 | 0.7%
COc1cccc(/C=C(\C#N)c2nc3ccc(C)cc3[nH]2)c1 | ?
COc1ccc(S(=O)(=O)c2cn(CC(=O)Nc3cc(C)ccc3C)c3ccccc3c2=O)cc1 | 2.7%
O=C(c1ccco1)n1nc(-c2ccccc2)nc1NCc1ccc(F)cc1 | 1.0%
CCOc1ccc(C(=O)N2CCC(c3nc(-c4ccc(S(=O)(=O)N5CCCC5)cc4)no3)CC2)cc1 | ?
CC(C)(C)C1CCc2nc(NC(=O)COc3ccc(F)cc3)sc2C1 (centres undefined) | 13%
CCC(C)S(=O)(=O)c1oc(-c2cccs2)nc1S(=O)(=O)c1ccccc1 (centres undefined) | 0.8%
COc1ccc(NC(=O)CN(C)S(=O)(=O)c2ccc3nc(C)sc3c2)cc1 | 1.1%
Cc1ccc(S(=O)(=O)N2CCC(N3CCN(Cc4ccccc4)C(=O)C3=O)CC2)cc1C | 0.8%
CCN(C(=O)c1nn(C)c2c1CSc1ccccc1-2)c1cccc(C)c1 | 2.4%
O=C(COCc1cc(-c2cccs2)on1)NCc1cccc(Cl)c1 | 0.0%
CCN(C(=O)CSc1nc(-c2ccccc2)no1)c1cccc(C)c1 | -0.9%
Cc1ccc(CCNC(=O)C(CC(C)C)NS(=O)(=O)c2ccc3c(c2)oc(=O)n3C)cc1 (centres undefined) | -1.2%
COc1cc(Cl)c(C)cc1NC(=O)c1cc2c(s1)-c1c(C)cccc1OC2 | 0.8%
CCOC(=O)C1CCCN(S(=O)(=O)c2ccc3[nH]c(=O)ccc3c2)C1 (centres undefined) | 1.4%
CCOCCCNC(=O)C(c1ccc(C)cc1)N(Cc1ccc2c(c1)OCO2)C(=O)c1ccccc1O (centres undefined) | 1.0%
COc1ccc(Cn2ccnc2SCC(=O)NCc2ccco2)cc1 | 0.0%
CCc1ccc(CNC(=O)c2cc3c(s2)-c2ccccc2OC3)cc1 | 0.0%
Cc1ccccc1CSc1nc(-c2ccccc2)nc2c1Cc1c(CO)cnc(C)c1O2 | -0.7%
Cc1cc(C(=O)N2CCN(c3cc(Cl)ccc3C)CC2)c2c(C)nn(-c3ccccc3)c2n1 | -1.3%

Brought forward from above: four entries, then new ones.
SMILES | Epigenetic derep
COc1ccc(Cn2ccnc2SCC(=O)NCc2ccco2)cc1 | 0.0%
CCc1ccc(CNC(=O)c2cc3c(s2)-c2ccccc2OC3)cc1 | 0.0%
Cc1ccccc1CSc1nc(-c2ccccc2)nc2c1Cc1c(CO)cnc(C)c1O2 | -0.7%
Cc1cc(C(=O)N2CCN(c3cc(Cl)ccc3C)CC2)c2c(C)nn(-c3ccccc3)c2n1 | -1.3%
COc1ccc(CNC(=O)Cn2ccc3cc(S(=O)(=O)N4CCCCCC4)ccc32)cc1OC | 1.3%
O=C(CCCn1c(=O)c2cccn2c2cccnc21)NCc1ccc(F)cc1 | 2.7%
CCOc1ccccc1NC(=O)C(CC)n1c(C(=O)OC)cc2occc21 (centres undefined) | 0.0%
Cc1ccccc1OCC(=O)Nc1nnc(S(=O)(=O)N2CCCCCC2)s1 | 0.0%
COc1cc(OC)cc(C(=O)N2CCN(C(=O)COc3ccccc3)CC2)c1 | -1.1%
CN(C)S(=O)(=O)c1ccc(C(=O)NCCS(=O)(=O)N2CCN(c3ccccc3)CC2)cc1 | -1.7%
COc1ccc(C2c3c(n(C)c4ccccc34)C(=O)N2CC(=O)Nc2ccccc2Cl)cc1 (centres undefined) | 4.3%
CCc1ccccc1NC(=O)C1CCCN(S(=O)(=O)c2cccc3nsnc23)C1 (centres undefined) | -0.8%
CC(C)CN(CCCNC(=O)c1cc(=O)[nH]c2ccc(S(=O)(=O)N3CCCC3)cc12)CC(C)C | 5.6%
CC(C)Cn1cc(NC(=O)NCc2ccccc2)c2ccccc2c1=O | -0.2%
CCC(Cn1nnc2ccccc2c1=O)NC(=O)Nc1ccc(C)cc1 (centres undefined) | 7.0%
Cc1ccc(-c2nc(SCCOc3ccccc3C)n3[nH]c(=O)cc3n2)cc1 | -0.9%
Cc1cc(F)ccc1NC(=O)CCS(=O)(=O)c1ccc2c(c1)NC(=O)CO2 | 1.4%
CCOc1ccc2nc(N(Cc3cccnc3)C(=O)c3cccs3)sc2c1 | 2.4%
CCC(=O)N1c2ccccc2CC1C(=O)NCCN1CCN(c2cccc(C)c2C)CC1 (centres undefined) | -0.1%
CCCOc1ccc(-c2cccc(NS(=O)(=O)c3cccs3)c2)nn1 | 0.0%
CCCCN1CC(c2nc3ccccc3n2CCCCOc2cccc(C)c2C)CC1=O (centres undefined) | -3.6%
Cc1ccc(C(=O)c2oc3ccccc3c2NC(=O)COc2ccccc2Cl)cc1 | -1.0%
O=C(CSc1nc2cc(C(=O)NC3CCCC3)ccc2c(=O)n1CC1CCCO1)c1ccc(F)cc1 (centres undefined) | 0.5%
Cc1nc2cccnc2n1C1CCN(S(=O)(=O)c2ccc(C(C)C)cc2)CC1 | 0.2%
CCOC(=O)c1cc2c(=O)n3ccccc3nc2n(C(C)C)c1=NC(=O)C(C)(C)Oc1ccc(Cl)cc1 | -2.2%
Cc1cc(C)cc(NC(=O)c2cn3c4c(ccc(Cl)c4c2=O)OC(C)C3)c1 (centres undefined) | 3.7%
CCOC(=O)c1c(C)[nH]c(C)c1S(=O)(=O)N1CCCC(C(=O)NCc2cccc(OC)c2)C1 (centres undefined) | -1.2%
CCN1CCN(CCCNC(=O)c2ccc3nc(Cc4ccc(OC)cc4)oc3c2)CC1 | 0.0%
COc1ccc(OC)c(NC(=O)CSC2=Nc3ccccc3C3=NC(CC(=O)NCc4ccc(F)cc4)C(=O)N23)c1 (centres undefined) | -1.3%

New compounds follow:
SMILES | Epigenetic derep
CCOC(=O)c1c(NC(=O)c2nc(S(C)(=O)=O)ncc2Cl)sc(C(C)=O)c1C | -0.8%
CCOc1ccc(Nc2oc(-c3ccc(COc4ccc(C)cc4)o3)nc2C#N)cc1 | 0.0%
COc1ccc(Nc2c(-c3ccc(C)o3)nc3ccc(Cl)cn23)cc1 | -0.4%
Cc1ccc(Cl)cc1-n1c(=O)c2sc3ccccc3c2n(CC(=O)NC2CCCC2)c1=O | -2.2%
Cc1ccc(Cl)cc1N1CCN(C(=O)c2cc(S(=O)(=O)N3CCC(C)CC3)cn2C)CC1 | 0.8%
CC(C)CCNC(=O)CN1N=C(c2ccc(Cl)cc2)CCC1=O | 0.5%
CCn1c(C(=O)N2CCC(C(=O)NCCc3ccccc3)CC2)cc2sccc21 | 0.8%
Cc1cccc2sc(N(Cc3cccnc3)C(=O)CCc3ccccc3)nc12 | -1.0%
Cc1ccccc1C(=O)OCc1cc(=O)n2nc(C3CCCCC3)sc2n1 | 0.0%
Cc1nn(C(=O)c2c(F)cccc2F)c(C)c1S(=O)(=O)N1CCCCCC1 | 0.0%
CCCCN(C)CCNC(=O)c1c(C)oc2ncnc(N3CCOCC3)c12 | -1.3%
COc1ccccc1CNC(=O)c1ccc(-n2c(C)cc3c2CCCC3)cc1 | ?
CCc1ccc(NC(=O)C2CCN(c3nn4cc(-c5ccc(OC)cc5)nc4s3)CC2)cc1 | -0.4%
Cc1ccc(NC(=O)c2cc(-c3ccc4c(c3)OCO4)on2)cc1 | -1.8%
Cc1ccc(-c2noc(-c3ccc(N4CCC(C)CC4)c([N+](=O)[O-])c3)n2)cc1 | 7.2%
Cc1oc2c(c1C(=O)Nc1ccc(Cl)cc1F)C1=NCCN1C=N2 | 8.7%
COc1ccc(NC(=O)c2cc(S(=O)(=O)N3CCCCCC3)cn2C)cc1Cl | ?
CCc1ccc(CNC(=O)C2CCN(c3nnc(-n4c(C)ccc4C)s3)CC2)cc1 | -2.8%
CCOc1ccc(NS(=O)(=O)c2ccc3[nH]c4c(c3c2)CCCC4)cc1 | -1.2%
Cc1nc(SCc2ccc(Cl)cc2)c(C#N)c(C)c1Cl | 0.0%
CCOc1ccccc1NC1(c2ccccc2)C(=O)c2ccccc2C1=O | -1.3%
COc1ccccc1-c1noc(-c2ccc(N3CCC(C)CC3)c([N+](=O)[O-])c2)n1 | -1.6%
CC(C)CNC(=O)C1=CC(c2ccc3c(c2)OCO3)=NS(=O)(=O)N1C | -4.3%
COc1ccc(-c2cn3cccnc3n2)cc1NC(=O)Nc1ccc(Cl)cc1 | 2.5%
CC(=O)Nc1ccc(NC(=O)CSc2nc3ccccc3nc2N2CCC(C)CC2)cc1 | 0.8%

Next part.
SMILES | Epigenetic derep
CCC1CCCCN1C(=O)CSc1nc2c([nH]c3ccccc32)c(=O)n1-c1cccc(OC)c1 (centres undefined) | 1.1%
CCCOc1ccc(CNC(=O)c2[nH]c3cc(OC)ccc3c2Sc2ccccc2)cc1 | -3.4%
Cc1coc2cc3oc(=O)c(CCC(=O)NCc4ccccc4Cl)c(C)c3cc12 | 0.0%
O=C(NCc1ccc(Cl)cc1)c1cc2cccc3c2n1CCS3 | -0.4%
COc1ccc(C(=O)N(c2ccc(OC)cc2)S(=O)(=O)c2ccc3c(c2)n(C)c(=O)n3C)cc1 | -1.0%
CCOc1ccccc1N1CC(c2nc3ccccc3n2CCOc2ccc(C(C)(C)C)cc2)CC1=O (centres undefined) | -4.8%
CCC(Sc1nc2c(sc3ccccc32)c(=O)n1CCCC(=O)NC1CCCC1)C(=O)Nc1cccc(OC)c1 (centres undefined) | 5.6%
COC(=O)c1scc(-c2ccc(C)cc2)c1S(=O)(=O)Nc1cccc(C(F)(F)F)c1 | 0.0%
CCOCCCn1c(=N)c(C(=O)NCC2CCCO2)cc2c(=O)n3cc(C)ccc3nc21 (centres undefined) | -1.1%
CCN1C(=O)CC(C(=O)Nc2ccc(OC)cc2)SC1=Nc1ccc(C)c(C)c1 (centres undefined) | -1.6%
COc1ccc(CNC(=O)CCCn2nc(C)c3sc4ccccc4c3c2=O)cc1OC | -3.2%
Cc1cccc(NC(=O)CN2C(=O)C3(SCC(=O)N3c3ccccc3)c3ccccc32)c1 (centres undefined) | 3.4%
O=C(C1COc2ccccc2O1)N(Cc1cccnc1)c1nc2c(F)cccc2s1 (centres undefined) | 1.4%
CCc1ccccc1NC(=O)Cn1ccn(Cc2ccccc2)c(=O)c1=O | 0.0%
COc1ccc(-c2nc(CN3CCC(C(=O)NCCc4ccccc4)CC3)c(C)o2)cc1OC | 0.0%
CCOc1cccc2sc(N(Cc3cccnc3)C(C)=O)nc12 | -3.1%
CCOc1ccc2nc(N3CCCC(C(=O)NCc4ccc(OC)cc4)C3)sc2c1 (centres undefined) | 0.0%
O=S(=O)(Nc1cccc(-c2ccc(N3CCCCC3)nn2)c1)c1cccc(F)c1 | -1.7%
Cc1ccc(-c2cnc(NCc3ccc(C(C)C)cc3)n2C)cc1 | -0.2%
CCN(C(=O)CSc1nc2ccccc2n1Cc1ccccc1C#N)c1ccccc1 | -5.3%
Cc1cc2nc(-c3ccc(Br)cc3)cc(C(F)(F)F)n2n1 | 0.9%
Cc1ccc(C)c(N2CCN(S(=O)(=O)c3c(C(=O)N4CCC(C)CC4)c(C)n(C)c3C)CC2)c1 | -2.2%
Cc1ccc(CNC(=O)c2cnc(N(C)C)nc2)cc1 | -1.7%
Cc1ccccc1C(=O)N(Cc1sccc1C)C1CCS(=O)(=O)C1 (centres undefined) | -1.9%
CC(=O)Nc1ccc(S(=O)(=O)N2CCN(c3ccccc3)CC2)cc1 | -1.1%

An excerpt from above in order of SMILES length, smallest number first:
SMILES | Epigenetic derep
Cc1ccc(CNC(=O)c2cnc(N(C)C)nc2)cc1 | -1.7%
CCc1ccccc1NC(=O)Cn1ccn(Cc2ccccc2)c(=O)c1=O | 0.0%
CC(=O)Nc1ccc(S(=O)(=O)N2CCN(c3ccccc3)CC2)cc1 | -1.1%

Next compounds follow:
SMILES | Epigenetic derep
Cc1ccc(CCNC(=O)Cn2nc(C)c3c(C)n(-c4ccc(C)cc4)nc3c2=O)cc1 | -2.2%
Cc1ccccc1NC(=O)C1CCN(S(=O)(=O)c2ccccc2)CC1 | 0.3%
CCOc1ccc(CCNC(=O)c2cnc3sc(N4CCCCCC4)nn3c2=O)cc1 | 1.5%
COc1cccc(C2=NS(=O)(=O)N(C)C(C(=O)Nc3ccccc3SC)=C2)c1 | -6.1%
COc1ccc(N2CCN(C(=O)CCNS(=O)(=O)c3ccc4c(c3)CCN4C(=O)C3CC3)CC2)cc1 | 0.0%
CC(Oc1ccccc1)C(=O)Nc1ccc(C(=O)OCc2cc(=O)n3ccsc3n2)cc1 (centres undefined) | -2.9%
COc1cccc(C2CC(=O)Nc3c2c(=O)nc2c(C)cccn32)c1OC (centres undefined) | -3.1%
COc1cc(NC(=O)c2ccc(-n3cnc4cccnc43)cc2)cc(OC)c1 | 12%

Of the compounds above, two have a nitro group on carbon.
SMILES | Epigenetic derep
Cc1ccc(-c2noc(-c3ccc(N4CCC(C)CC4)c([N+](=O)[O-])c3)n2)cc1 | 7.2%
COc1ccccc1-c1noc(-c2ccc(N3CCC(C)CC3)c([N+](=O)[O-])c2)n1 | -1.6%

Bioassay records as filed in PubChem.
